DENV2 CPE – inhibitors of DENV2 cytopathic effect | DENV2-infected cells, cytopathic effect rescue, plate reader | CPE inhibition, % at 9.99 µM | 350,000 compounds, 1.7% hits | AID 651640; in the data active means CPE inhibition above about 20%, passing the limit was not always enough; inconclusive means no clear call, values can overlap the other calls; tested in BHK-21 cells;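 further: 0% = median of neutral control wells and 100% = median of positive control wells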
ERp5 block – ERp5 (human) disulfide isomerase inhibition; Q15084; 350,000 compounds, 0.05% hits; ERp5 insulin aggregation, absorbance 650 nm, 90 min; AID 651711; inhibition, % at 9.99 µM;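 active means mean replicate inhibition above about 25%, with every replicate also reaching it, limit read from the data, passing the limit was not always enough; inconclusive means only one of those two criteria met; inactive means neither criterion met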
SIRT5 inh – inhibitors of human sirtuin-5 desuccinylase | Purified SirT5, succinyl-peptide AMC, trypsin-coupled fluorescence | 330,000 compounds, 1.1% hits | inhibition, % at 15 µM | AID 652115 | Q9NXA8; in the data active means inhibition above about 15%; inconclusive means no clear call, values can overlap the other calls
ERAP1 HTS inh – inhibitors of human ERAP1 aminopeptidase | Q9NZ08 | recombinant ERAP1, Leu-AMC fluorescence, 60 min | inhibition, % at 10.7 µM | 340,000 compounds, 0.15% hits | AID 652197;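 active means mean replicate inhibition of at least 30%, or all replicates individually reaching that 30% level; inactive means mean below 30% and not every replicate reaching it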;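 further: 0% = neutral control wells and 100% = L-leucinethiol positive control wells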
Target sequence (Q9NZ08 whole entry, looked up): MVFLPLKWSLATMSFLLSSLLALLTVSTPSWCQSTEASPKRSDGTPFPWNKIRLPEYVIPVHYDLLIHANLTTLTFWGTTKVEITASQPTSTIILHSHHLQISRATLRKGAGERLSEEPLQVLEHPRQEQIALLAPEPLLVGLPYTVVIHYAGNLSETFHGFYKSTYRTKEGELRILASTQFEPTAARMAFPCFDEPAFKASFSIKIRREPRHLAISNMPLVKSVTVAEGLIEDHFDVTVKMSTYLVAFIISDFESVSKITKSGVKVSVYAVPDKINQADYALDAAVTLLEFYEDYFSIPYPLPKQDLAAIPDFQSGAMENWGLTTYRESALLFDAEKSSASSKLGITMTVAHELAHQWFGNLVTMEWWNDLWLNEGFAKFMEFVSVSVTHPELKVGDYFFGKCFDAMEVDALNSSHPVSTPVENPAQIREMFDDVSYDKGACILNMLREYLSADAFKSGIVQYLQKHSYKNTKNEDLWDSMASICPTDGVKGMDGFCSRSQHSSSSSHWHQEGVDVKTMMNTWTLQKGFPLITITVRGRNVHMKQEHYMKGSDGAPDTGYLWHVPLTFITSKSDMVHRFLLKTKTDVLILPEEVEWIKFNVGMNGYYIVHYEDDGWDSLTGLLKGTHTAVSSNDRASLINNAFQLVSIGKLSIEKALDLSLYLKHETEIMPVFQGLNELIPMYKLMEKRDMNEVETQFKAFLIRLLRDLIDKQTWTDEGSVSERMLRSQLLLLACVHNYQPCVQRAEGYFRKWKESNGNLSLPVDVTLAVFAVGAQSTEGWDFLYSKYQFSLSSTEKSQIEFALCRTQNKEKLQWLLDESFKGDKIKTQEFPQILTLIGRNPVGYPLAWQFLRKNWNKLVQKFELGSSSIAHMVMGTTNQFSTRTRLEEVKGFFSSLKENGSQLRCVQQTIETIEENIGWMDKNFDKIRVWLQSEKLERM
CFTR F508del cor – correctors of CFTR F508del function in bronchial epithelial cells; 350,000 compounds, 0.36% hits; CFBE cells, YFP halide quenching; stimulated with forskolin plus potentiator P3; % fluorescence drop versus neutral controls; activity (quench increase), % at 7.58 µM;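 active means mean added fluorescence quench of at least 8% versus neutral control, with both replicates also reaching 8%; inconclusive means only one of the mean or replicate conditions met; inactive means mean below 8% and not both replicates reaching 8%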;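 further: cells transiently co-express mutant CFTR-F508del with the halide-sensitive YFP; corrector assay measuring rescue of mutant channel to the surface after 24 h compound exposure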
miR122 inh – blocks miR-122 activity in Huh7 sensor cells; AID 602342; 340,000 compounds, 0.3% hits; Huh7 miR-122 Renilla luciferase sensor, 48 h; neutral wells = 0, positive control = 100; activation (reporter increase), % at 12.5 µM;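 active means mean replicate activation score at least 90 and every replicate individually at or above 90; inconclusive means only one of the two criteria met; inactive means neither criterion met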;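 further: higher luciferase means less miR-122 activity so hits act as miR-122 inhibitors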
Casp6 inh – caspase-6 (human) enzyme inhibition | AID 686996 | purified caspase-6, Z-VEID-R110 cleavage fluorescence | P55212 | inhibition, % at 12.5 µM | 350,000 compounds, 0.53% hits;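 active means mean inhibition across replicates at least about 35%, with every replicate also reaching that limit, limit read from the data; inconclusive means only one of the two criteria met; inactive means neither criterion met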;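 further: 0% = median of neutral control wells and 100% = no fluorescence left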
An asterisk follows results filed as active; ? = inconclusive; · = not tested or not shown; [ ] = dose if it differs, or a comment.

SMILES	DENV2 CPE	ERp5 block	SIRT5 inh	ERAP1 HTS inh	CFTR F508del cor	miR122 inh	Casp6 inh
O=C1c2ccccc2C2(c3ccccc3)NCCCN12 (stereo not given)	-1	-2	1	1	-1.8	·	-2
C[C@H]1CN([C@@H](C)CO)C(=O)c2cc(NC(=O)Nc3ccc4c(c3)OCO4)ccc2O[C@@H]1CN(C)C(=O)Nc1ccccc1	14	·	·	·	0.8	3[16.7 µM]	·
Cc1ccc(NC(=O)c2ccc3c(=O)n4c(nc3c2)CCC4)cc1F	0	-7	0	2	-0.9	-9	1
COCCNC(=O)CCC(=O)NNc1nc2ccccc2c2nc(C)nn12	-2	-2	0	12	-1.6	·	-2
CCCCOc1ccc(CSCCNC(=S)Nc2ccccc2)cc1	-3	2	-1	7	·	·	1
O=C(NC1Cc2ccccc2C1)[C@@H]1[C@@H](CO)[C@@H]2Cn3c(cccc3=O)[C@H]1N2C(=O)CC1CC1	3	4	1	8	·	·	1
CCOCC(=O)Nc1ccc(OCc2ccccc2)cc1	-9	0	-3	-3	0.1	·	2
Cc1ccc2cccc(S(=O)(=O)N3CCN(c4cccc(Cl)c4)CC3)c2n1	-4	0	-4	1	0.4	-5	1
O=C(c1[nH]c(C(F)(F)F)nc1-c1ccccc1)N1CCC2(CC1)C(=O)NCN2c1ccccc1	-6	2	-1	4	-3.6	12	0
COc1cccc(C2=NNC(=NCc3ccccc3)SC2)c1	3	5	-3	10	3.5	·	0
COc1ccc2oc(=Nc3ccc(C(=O)O)cc3)c(C(=O)NCc3ccco3)cc2c1	?	4	-2	2	-1.3	·	-2
O=C(C[C@H]1CC[C@H](NC(=O)CC2CC2)[C@H](CO)O1)NCc1ccc(Cl)cc1	5	-1	0	5	1.6	·	-1

Four compounds already listed, sorted by their value in CFTR F508del cor, ascending.
SMILES	CFTR F508del cor
O=C(c1[nH]c(C(F)(F)F)nc1-c1ccccc1)N1CCC2(CC1)C(=O)NCN2c1ccccc1	-3.6
O=C1c2ccccc2C2(c3ccccc3)NCCCN12 (stereo not given)	-1.8
COCCNC(=O)CCC(=O)NNc1nc2ccccc2c2nc(C)nn12	-1.6
Cc1ccc(NC(=O)c2ccc3c(=O)n4c(nc3c2)CCC4)cc1F	-0.9

Single records, from the list above. Values in the order: DENV2 CPE | ERp5 block | SIRT5 inh | ERAP1 HTS inh | CFTR F508del cor | miR122 inh | Casp6 inh
Results for C[C@H]1CN([C@@H](C)CO)C(=O)c2cc(NC(=O)Nc3ccc4c(c3)OCO4)ccc2O[C@@H]1CN(C)C(=O)Nc1ccccc1 = 14 | · | · | · | 0.8 | 3[16.7 µM] | ·
Results for COCCNC(=O)CCC(=O)NNc1nc2ccccc2c2nc(C)nn12 = -2 | -2 | 0 | 12 | -1.6 | · | -2
Results for CCCCOc1ccc(CSCCNC(=S)Nc2ccccc2)cc1 = -3 | 2 | -1 | 7 | · | · | 1
Results for O=C(c1[nH]c(C(F)(F)F)nc1-c1ccccc1)N1CCC2(CC1)C(=O)NCN2c1ccccc1 = -6 | 2 | -1 | 4 | -3.6 | 12 | 0
Results for O=C1c2ccccc2C2(c3ccccc3)NCCCN12 (stereo not given) = -1 | -2 | 1 | 1 | -1.8 | · | -2

Returning to the listing; the 2 compounds before the break are reprinted first.
SMILES	DENV2 CPE	ERp5 block	SIRT5 inh	ERAP1 HTS inh	CFTR F508del cor	miR122 inh	Casp6 inh
COc1ccc2oc(=Nc3ccc(C(=O)O)cc3)c(C(=O)NCc3ccco3)cc2c1	?	4	-2	2	-1.3	·	-2
O=C(C[C@H]1CC[C@H](NC(=O)CC2CC2)[C@H](CO)O1)NCc1ccc(Cl)cc1	5	-1	0	5	1.6	·	-1
COc1ncccc1C(=O)NC1CCCc2c1cnn2-c1ccc(C)c(C)c1 (stereo not given)	-1	4	2	7	4.5	1	6
O=C1NC(=O)/C(=C/c2ccccc2Cl)N1	4	0	0	-2	0.3	-5	1
CC1=CN2C(=N)/C(=C/c3ccc(Sc4ccc(Cl)cc4)o3)C(=O)N=C2S1	1	-1	-5	-1	·	·	0
CC(SCc1ccccc1)C(=O)Nc1ccc(F)cc1 (stereo not given)	-5	-2	2	-2	0.2	-2	·
COc1ccc(S(=O)(=O)N(C)C[C@H]2Oc3c(NC(=O)Nc4ccc(C(F)(F)F)cc4)cccc3C(=O)N([C@H](C)CO)C[C@@H]2C)cc1	21*	6	8	-2	1.4	6	2
O=C(Nc1ccccc1-c1ccccc1)c1ccccc1[N+](=O)[O-]	4	0	-4	-2	-0.6	·	0
Cc1noc(C)c1S(=O)(=O)Nc1cccc2c1O[C@H](CN(C)Cc1ccc(C(=O)O)cc1)[C@H](C)CN([C@H](C)CO)C2=O	-8	9	-10	-2	-3.5	8[16.7 µM]	-1
C[C@H]1CN([C@@H](C)CO)C(=O)Cc2cc(NS(=O)(=O)c3cccs3)ccc2O[C@H]1CN(C)C	-2	6	-3	0	-0.2	5[16.7 µM]	-3
CN1CCN(C(=O)[C@H]2[C@H](CO)[C@H]3Cn4c(cccc4=O)[C@H]3N2Cc2cc(F)ccc2F)CC1	-4	-10	11	3	1.1	-1[16.7 µM]	0
Cc1ccc(-c2nc(C=Nc3cccc(C)c3)c(O)o2)cc1	11	2	-4	-1	2.5	-5	-1
COc1cc(OC)c(OC)cc1CN1CCSCC1	-1	2	-3	-1	-0.6	-1	36*
COc1cc(Nc2cccc(-c3ccccc3)n2)cc(OC)c1OC	-1	-8	·	-2	-3.6	2	4
CCn1c(SCC(=O)Nc2ccccc2)nc2c(c1=O)SCC2	-14	-5	-1	-5	·	-1	-2
CCc1ccc(NC(=O)CSc2nc3ccccc3c(=O)n2CCCC(=O)NCCCN2CCOCC2)cc1	6	1	1	4	3.4	-10	2
CC(CNC(=O)CN1C(=O)NC2(CCCCC2)C1=O)c1ccccc1 (stereo not given)	5	1	-2	1	-5.5	0	-1
CC1(C)CC(C)(O)N(Cc2ccccc2)C(=S)N1 (stereo not given)	17	3	0	-1	-3.8	-5	1
Cc1cc(C(=O)CN2C(=O)NC(CC(C)C)C2=O)c(C)n1-c1ccccc1F (stereo not given)	·	-6	-3	-1	-0.7	·	-2
CCOC(=O)C1=C(CCc2ccccc2)NC(=O)NC1c1ccc(C#N)cc1 (stereo not given)	-15	-1	·	·	0.9	·	2
NC(c1ccccc1)c1csc(NC(=O)Nc2ccccc2Oc2ccccc2)n1 (stereo not given)	7	5	·	2	0.0	-6	-2
CN(Cc1ccccc1)S(=O)(=O)c1nnc(NC(=O)c2ccccc2F)s1	7	0	1	2	-0.9	·	1
CCSCc1nnc(SCC(=O)Nc2cc(F)ccc2C)n1C	2	1	-2	-2	-2.1	-3	1
Fc1ccc(COc2cccc(-c3n[nH]c(=S)o3)c2)cc1	0	-8	1	-2	-1.3	-2	8
COc1cc(NC(=O)CCCl)cc(-n2cnnn2)c1	-2	-10	-1	2	-2.5	·	0
Cc1noc(C)c1S(=O)(=O)Nc1ccc2c(c1)C(=O)N([C@H](C)CO)C[C@@H](C)[C@H](CN(C)C(=O)CCCN(C)C)OCCCC[C@@H](C)O2	-12	·	·	·	2.5	6[16.7 µM]	·

Shown as a hit in Casp6 inh, among the entries above:
SMILES	DENV2 CPE	ERp5 block	SIRT5 inh	ERAP1 HTS inh	CFTR F508del cor	miR122 inh	Casp6 inh
COc1cc(OC)c(OC)cc1CN1CCSCC1	-1	2	-3	-1	-0.6	-1	36*

Additional records follow.
SMILES	DENV2 CPE	ERp5 block	SIRT5 inh	ERAP1 HTS inh	CFTR F508del cor	miR122 inh	Casp6 inh
COc1ccc(S(=O)(=O)Nc2ccccn2)cc1OC	-2	-1	1	3	-0.7	34	0
COCC(=O)Nc1ccc2c(c1)C(=O)N(C)C[C@@H](OC)[C@@H](C)CN(C(=O)c1ccccn1)[C@H](C)CO2	23*	1	5	1	0.3	·	6
CCCCOC(=O)n1c(=O)oc2ccc(S(=O)(=O)N3CCCCC3)cc21	2	5	0	3	-0.8	17	-1
O=C(C[C@H]1CC[C@H]2[C@@H](COC[C@@H](O)CN2C(=O)c2ccncc2)O1)NCc1cc(F)cc(F)c1	?	3	1	-3	-1.8	-1[16.7 µM]	2
O=C(CC(C(=O)O)c1ccc(F)cc1)c1ccc(Cl)cc1 (stereo not given)	8	-2	-4	-1	1.0	-3	-2
COc1ccc(-c2ccc3nncn3c2)cn1	16	-1	0	-3	0.9	0	33
Cc1ccc(NS(=O)(=O)c2c(C)[nH]c(C)c2C(=O)N2CCCC2)cc1Cl	2	6	0	-1	-2.6	84	2
NC(=O)Nc1ccc(Cl)cc1	0	0	-4	-2	-4.5	0	2
COc1ccc(Nc2nc(N)nc(CN3CCC(Cc4ccccc4)CC3)n2)cc1	1	4	0	4	-0.9	1	3
Cc1nnc(SCC(=O)Nc2cccc([N+](=O)[O-])c2)n1CC1CCCO1 (stereo not given)	14	4	-2	-4	0.4	·	1
C[C@@H]1CN([C@H](C)CO)C(=O)Cc2cc(NC(=O)Nc3ccc(F)cc3)ccc2O[C@H]1CN(C)C(=O)Nc1ccc(F)cc1	3	-3	1	3	1.6	-1[16.7 µM]	·
O=C(c1cccnc1)N1C[C@@H]2[C@H](c3ccccc31)[C@@H](CO)N2C(=O)Nc1ccc(F)cc1	2	2	2	3	0.8	-20[16.7 µM]	0
COc1cc(C(=O)NCc2nnc(SCC(=O)N3CCCC3)o2)cc(OC)c1OC	3	4	-9	-6	-0.6	-1	0
O=C(/C=C/[C@H]1O[C@@H](n2ccc(=O)[nH]c2=O)[C@H](O)[C@@H]1O)NCc1cccc2ccccc12	-5	-2	1	0	0.9	5	5
O=C(NCC1CCCO1)C1CCN(C2CCN(C(=O)CC3CCCC3)CC2)CC1 (stereo not given)	9	9	-1	1	-0.7	9	-5
Oc1ccc(Cc2ccccc2Cl)c(O)c1	5	2	-3	-4	6.6	-3	2
CC(=O)Nc1ccc(NC(=O)C(C)Sc2nnc(C3CC3)n2-c2ccccc2)cc1 (stereo not given)	-2	-6	9	-3	-2.3	·	1
Cc1ccc(S(=O)(=O)CCC(=O)OCC(=O)Nc2ccc(N3CCOCC3)cc2)cc1	-4	4	-3	0	-2.2	·	2
Cc1ccccc1-c1ccc2c(c1)O[C@@H](CN(C)C(=O)Nc1ccccc1)[C@@H](C)CN([C@@H](C)CO)S2(=O)=O	5	-1	6	0	1.2	0[16.7 µM]	1
CCn1nnnc1NCc1ccc(OCc2c(F)cccc2Cl)c(OC)c1	3	5	-4	·	-2.2	-1	0
C[C@@H]1CN([C@@H](C)CO)C(=O)Cc2cc(NC(=O)Cn3cnnn3)ccc2O[C@@H]1CN(C)C	-4	0	·	-5	3.2	-7[16.7 µM]	1
COc1ccc(NC(=O)COc2ccc3c(c2)CCC3)cc1	3	-3	2	-2	2.3	·	-1
CCc1ccc(C(=O)C[n+]2cccc3cc(OC)ccc32)cc1	8	1	-9	-1	-4.4	·	-5
